Assay outcomes deposited in PubChem BioAssay by The Scripps Research Institute Molecular Screening Center.
MITF inh: human MITF inhibition, primary screen; 650,000 compounds, 0.91% hits; inhibition, % at 2.6 µM; O75030; AlphaScreen MITF homodimerization, bead proximity signal; in the data active = inhibition above about 50%;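 note: 0% = vehicle wells with protein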
Target sequence (O75030 whole entry, looked up): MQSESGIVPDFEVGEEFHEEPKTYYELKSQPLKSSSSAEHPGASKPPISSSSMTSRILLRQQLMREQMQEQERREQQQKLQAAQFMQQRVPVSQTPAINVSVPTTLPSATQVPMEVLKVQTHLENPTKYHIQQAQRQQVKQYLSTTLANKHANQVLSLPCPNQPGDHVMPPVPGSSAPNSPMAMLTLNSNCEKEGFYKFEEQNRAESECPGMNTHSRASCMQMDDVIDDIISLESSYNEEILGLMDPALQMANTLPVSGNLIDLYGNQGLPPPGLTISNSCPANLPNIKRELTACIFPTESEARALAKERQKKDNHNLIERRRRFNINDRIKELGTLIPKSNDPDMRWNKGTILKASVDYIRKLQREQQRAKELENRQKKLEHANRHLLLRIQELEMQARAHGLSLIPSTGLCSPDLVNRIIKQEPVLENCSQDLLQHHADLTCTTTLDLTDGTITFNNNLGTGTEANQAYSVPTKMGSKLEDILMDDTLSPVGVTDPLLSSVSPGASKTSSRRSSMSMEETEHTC
FBW7 activator: human FBW7 E3 ligase activation, primary screen; Q969H0; AlphaScreen FBW7–phospho-cyclin E peptide binding, activator screen; normalized activity (activation), % at 26.1 µM; 650,000 compounds, 0.13% hits; in the data active = normalized activity above about 1.9%;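 note: purified mutant Fbw7 with reduced substrate affinity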
TEAD-YAP block: TEAD-YAP interaction inhibition; AID 1259422; HEK-TIYL cells, TEAD-Gal4/YAP UAS-luciferase luminescence; 640,000 compounds, 1.4% hits; inhibition, % at 9.12 µM; in the data active = inhibition above about 32%;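 note: 0% = median of test compound wells and 100% = reference inhibitor wells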
GPR151 activ: activators of human GPR151 | 650,000 compounds, 1% hits | activation, % at 11.2 µM | PathHunter beta-arrestin GPR151 cells, luminescence | Q8TDV0; in the data active = activation above about 4.9%;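 note: 0% = median of compound wells and 100% = cells with positive control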
Target sequence (Q8TDV0 whole entry, looked up): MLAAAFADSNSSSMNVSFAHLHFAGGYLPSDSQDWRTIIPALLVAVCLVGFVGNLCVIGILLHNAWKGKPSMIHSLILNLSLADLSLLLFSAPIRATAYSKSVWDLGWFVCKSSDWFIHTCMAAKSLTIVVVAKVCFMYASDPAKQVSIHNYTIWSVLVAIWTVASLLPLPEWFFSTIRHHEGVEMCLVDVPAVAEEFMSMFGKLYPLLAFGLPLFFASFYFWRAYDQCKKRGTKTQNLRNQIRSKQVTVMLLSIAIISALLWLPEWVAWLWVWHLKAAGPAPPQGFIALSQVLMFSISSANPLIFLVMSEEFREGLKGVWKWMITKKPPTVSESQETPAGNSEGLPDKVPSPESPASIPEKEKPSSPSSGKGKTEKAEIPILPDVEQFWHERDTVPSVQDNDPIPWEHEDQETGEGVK
An asterisk follows results filed as active; . = no result given. Hits appear at their usual frequency; 3.4% or so of the library scored in one or more.

structure	MITF inh	FBW7 activator	TEAD-YAP block	GPR151 activ
Cc1ccc(P(=O)(CCCO)c2ccc(C)cc2)cc1	2	-0.2	3	0.3
COc1ccc(Cn2nnc(C(=O)Nc3ccc(F)cc3)c2N)cc1	-15	0.0	-15	0.0
CCCCCOc1ccc(OC(=O)c2ccc(Br)o2)cc1	11	0.0	-5	-0.8
COC(=O)c1cc2sccc2n1CC(=O)N(C)C1CCCCC1	19	1.1	8	-0.1
Cc1noc(CNC(=O)Cc2ccccc2Cl)n1	-11	0.1	1	0.2
CCN1CCN(c2cc(C)c3cc(NC(=O)COc4ccc(Cl)cc4)ccc3n2)CC1	18	1.5	15	-0.5
CN(c1ccc(F)cc1)S(=O)(=O)c1ccc2[nH]cc(C(=O)NC3CCCC3)c(=O)c2c1	5	-0.3	8	1.4
CCC(=O)Nc1ccc(C2=NNC(=NCCN3CCOCC3)SC2)cc1	-2	-0.1	-6	-0.4
Cc1cccc(NC(=O)c2ccc(N3C(=O)c4ccccc4C3=O)cc2)c1	-8	0.1	-20	0.0
CC1=NN(c2ccccc2)C(=O)/C1=C/c1ccc(N2CCOCC2)cc1C	32	-0.1	9	-1.3
COc1cccc(-c2nc(CS(=O)(=O)CC(=O)Nc3ccc(C)c(Cl)c3)c(C)o2)c1	-9	0.0	-3	-0.7
Cc1cccc(NC(=O)c2cnc(N3CCN(c4ccccn4)CC3)c3ccccc23)n1	5	0.0	40*	0.3
CCOC(=O)c1oc2ccccc2c1NC(=O)c1c(-c2ccccc2Cl)noc1C	7	-0.4	5	0.0
NC(=S)N/N=C1\CCCc2ccccc21	-10	-0.1	13	1.8
Clc1cnccn1	-3	-0.1	.	4.3
O=C(CN1C(=O)C2C3CCC(C3)C2C1=O)N1CCn2c(CO)nnc2C1 (configuration not stated)	11	0.2	-3	-1.4
CCOC(=O)c1c(NC(=O)/C(C#N)=C/c2ccco2)sc2c1CCCC2	11	1.5	12	0.4
COc1cc(N=Cc2c(O)n(-c3ccccc3F)c(=S)[nH]c2=O)cc(OC)c1	2	-0.1	10	5.4*
C=CCOCC(O)Cn1c(N2CCCC2)nc2c1c(=O)n(C)c(=O)n2C (configuration not stated)	25	0.8	5	-2.8
O=C(COc1ccccc1F)NNCC(=O)NC(=O)NCc1ccccc1	3	-0.1	0	0.9
COC(=O)c1nc(NC(=O)c2ccc(C(C)(C)C)cc2)n[nH]1	-13	0.1	3	-1.6
CCOC(=O)c1ccc(N2C(=O)CC(N3CCC(C(=O)OCC)CC3)C2=O)cc1 (configuration not stated)	4	-0.2	9	-0.2
COc1cc2nc(CN3CCCCC3c3ccccn3)nc(N3CCCC3)c2cc1OC (configuration not stated)	10	-1.5	4	0.0
COc1ccc(NC(=O)Cc2ccccc2[N+](=O)[O-])cc1OC	5	0.5	-24	6.5*
O=c1cc(CCl)c2c(ccc3ccccc32)o1	10	0.2	-11	0.6

Whole records, quoted from the list:
Listed for COc1ccc(NC(=O)Cc2ccccc2[N+](=O)[O-])cc1OC : MITF inh = 5; FBW7 activator = 0.5; TEAD-YAP block = -24; GPR151 activ = 6.5*
Listed for Cc1noc(CNC(=O)Cc2ccccc2Cl)n1 : MITF inh = -11; FBW7 activator = 0.1; TEAD-YAP block = 1; GPR151 activ = 0.2

Further results.
structure	MITF inh	FBW7 activator	TEAD-YAP block	GPR151 activ
Cc1nn(-c2ccccc2)c(C)c1/C=N/Nc1ccc(S(N)(=O)=O)cc1	10	0.2	-46	0.0
COc1cccc(NC(=O)c2cnc(SCc3ccc(F)cc3)n(C)c2=O)c1	-4	-0.2	-7	0.6
CC1(C)CN=C(N2CCN(c3c4c(c(C#N)c5nc6ccccc6n35)CCC4)CC2)S1	11	0.3	1	-1.1
Nc1cccc(-c2cc(C(=O)NCCN3CCOCC3)ccn2)c1	-19	0.0	-5	-0.3
CCc1ccccc1NC(=S)N(Cc1ccccc1)Cc1cccs1	13	-0.1	4	0.4
CC(C)NC(=O)C1CCN(C(=O)c2ccc(Cl)cc2)CC1	5	-0.1	-1	0.0
CCCn1nnnc1SCC(=O)NC1CCCC1	-2	0.0	-7	-0.1
C=CCOC(=O)C1=C(C)Nc2[nH]c(=O)[nH]c(=O)c2C1c1cccc(C)c1 (configuration not stated)	9	0.5	11	0.3
COc1cc(-c2nc(-c3cccc(C(F)(F)F)c3)no2)cc(OC)c1OC	8	0.4	16	0.5
O=C(NCc1cccnc1)c1ccc(N2CCC(NCc3ccccc3)CC2)cc1	13	1.2	-2	0.5
COc1ccc(C2CC(=O)C3=C(C2)Nc2ccccc2NC3c2ccccc2OC)cc1OC (configuration not stated)	15	0.9	3	0.5
CCCC(=O)N1CCc2c(C(=O)OC)c(OCCCc3ccccc3)cc(=O)n2CC1	-14	-0.1	-5	-0.1
COc1ccc(NC2=NCC(=O)N2Cc2ccc(F)cc2)cc1	21	0.2	-5	-1.2
COc1ccccc1-n1nnc(C(=O)Nc2ccc(Cl)cc2)c1C	10	0.1	-33	-0.3
COC(=O)C1=C(N)N(c2ccc(S(N)(=O)=O)cc2)C2=C(C(=O)CCC2)C1c1ccc(OC)c(OC)c1 (configuration not stated)	6	0.0	4	1.2
CCC(CC)C(=O)N1CCc2c(cnc(C)c2CNC(=O)c2ccccc2F)C1	16	0.2	-3	0.7
Cc1cc(C(=O)N2CCC(CO)(CCOc3ccccc3)CC2)no1	1	-0.1	-8	-0.3
O=C(Nc1ccc(F)cc1F)c1cccc(C(=O)Nc2ccc(F)cc2F)c1	-5	-0.1	-10	-0.4
Nc1nonc1-n1nnc(C(=O)N/N=C/c2ccccc2)c1CN1CCc2ccccc21	-18	0.0	-1	-0.5
Cc1[nH]nc2c1C(c1ccc(N(C)C)cc1)CC(=O)N2 (configuration not stated)	-6	-0.2	1	-0.6
N#Cc1ccccc1NC(=O)c1ccccc1OCC(=O)NCc1ccco1	0	0.1	10	1.0
Cc1ccc(C(=O)CC(=O)c2ccccc2O)cc1	-3	-0.2	-67	-1.1
O=c1ccc2ccc(OCc3ccc(F)cc3F)cc2o1	10	0.8	-33	0.3
CC(=O)Nc1ccc(Nc2cc(C)nc(Nc3cccc(N(C)C)c3)n2)cc1	12	-0.3	19	0.1
CN=C(Nc1cccc(Cl)c1)SC1CC(=O)N(c2ccccc2)C1=O (configuration not stated)	23	0.6	0	-0.7
Cc1nc(CCNC(=O)CC2C(=O)NCCN2Cc2cccc3ccccc23)sc1C (configuration not stated)	6	0.0	-1	5.5*
CCOC(=O)C1CCCCN1S(=O)(=O)c1ccc2[nH]c3c(c2c1)CCCC3 (configuration not stated)	8	0.3	18	0.0
CCOC(=O)c1csc(NC(=O)c2ccc(Oc3ccc(C(=O)Nc4nc(C(=O)OCC)cs4)cc3)cc2)n1	17	0.2	0	-0.3
O=S(=O)(c1ccccc1)N1CCN(c2ccc(-c3cccnc3)nn2)CC1	2	-0.2	-7	1.7
CC(C)C(=O)NCc1c(-c2ccccc2)nc2n1CCS2	11	0.1	-14	-0.9
CC(=O)c1cccc(NC(=O)c2cc(C(C)(C)C)oc2C)c1	1	-0.5	-12	-0.7
O=C(Nc1ccc(Cl)c(Cl)c1)Nc1nc2ccccc2[nH]1	11	0.3	-23	-0.7
Cc1ccc(-n2ncc(C#N)c2/N=C/N2CCCCCC2)cc1	3	-0.1	-4	4.4
CCCOC(=O)C1=C(C)NC2=C(C(=O)CC(c3ccc(OC)cc3)C2)C1c1ccc(O)c(OCC)c1 (configuration not stated)	20	0.4	-10	0.9
COC(=O)c1cc(C(=O)Nc2ccc(C)cc2C)cc([N+](=O)[O-])c1	19	0.1	1	-0.8
CC(C)c1ccc2oc(-c3ccc(NC(=O)c4cccc([N+](=O)[O-])c4)cc3)nc2c1	1	-0.2	11	0.7
O=C(CC(=O)Nc1cccc(C(F)(F)F)c1)N/N=C/c1ccc([N+](=O)[O-])cc1	7	-0.1	11	1.1
COC(=O)c1ccc(N2C(=O)C3ON(c4ccccc4)C(c4ccc(O)cc4)C3C2=O)cc1 (configuration not stated)	14	0.1	-4	-1.3
CCCCCCN1C(=O)C2C(C(=O)Nc3cccc(OC)c3)C3C=CC2(O3)C1C(=O)NC1CCCCC1 (configuration not stated)	18	0.0	4	0.1
CC1=C(C(=O)OCC2CCCO2)C(c2ccsc2)C2=C(CC(c3cccs3)CC2=O)N1 (configuration not stated)	-7	0.0	20	-1.2
CNC(=O)c1c(NC(=O)c2ccc(-c3ccccc3)cc2)sc(C)c1C	15	0.0	-3	-1.3
CCNC(=S)NC(=NC1CCCC1)Nc1nc(C)cc(C)n1	-2	0.0	-18	-1.0
O=C(NCCO)c1cc(N2CCC(N3CCOCC3)CC2)nc2ccccc12	0	0.0	10	1.1
CCOc1ccc2c(c1)N1C(=O)NC(C(F)(F)F)(C(F)(F)F)N=C1S2	1	-0.2	-2	-1.4
COc1ccc(NC(=O)/C=C\c2cccc3ccccc23)c(OC)c1	5	0.0	3	2.1
Cc1ccc(Nc2nc(N3CCCC3)nc(N3CCCC3)n2)cc1C	-10	-0.3	-10	0.4
COc1cccc(-n2c(SCC(=O)N3CCC(C)CC3)nc3n[nH]c(C)c3c2=N)c1	15	-0.3	13	-0.2
O=C1c2ccccc2NC(c2ccccc2Cl)N1c1ccc(F)c(Cl)c1 (configuration not stated)	17	0.2	-37	0.4
CCC1=C(C(=O)OC)C(c2cc(OC)c(OC)cc2OC)n2ncnc2N1 (configuration not stated)	1	-0.2	3	-0.3
CCNC(=O)c1c(C)nc2ccccn12	-4	-0.8	-11	0.8

Some of these compounds in order of heavy-atom count, ascending.
structure	MITF inh	FBW7 activator	TEAD-YAP block	GPR151 activ
CCNC(=S)NC(=NC1CCCC1)Nc1nc(C)cc(C)n1	-2	0.0	-18	-1.0
CCOc1ccc2c(c1)N1C(=O)NC(C(F)(F)F)(C(F)(F)F)N=C1S2	1	-0.2	-2	-1.4
COc1cccc(-n2c(SCC(=O)N3CCC(C)CC3)nc3n[nH]c(C)c3c2=N)c1	15	-0.3	13	-0.2

The list continues.
structure	MITF inh	FBW7 activator	TEAD-YAP block	GPR151 activ
Cc1cccc(C)c1NC(=O)NC1(C(=O)N2CCN3CCCC3C2)CCCCC1 (configuration not stated)	-2	-0.1	-13	0.4
CC(C)(C)n1ncc2c(=O)n(CC(=O)Nc3ccc4c(c3)OCO4)cnc21	10	0.2	11	0.0
Cn1cnnc1SCC(=O)NCCc1ccccc1	3	0.0	9	0.7
CCOc1ccc(-n2c(CNC(=O)c3ccco3)nnc2SCC(=O)N2N=C(c3cccs3)CC2c2cccc(OC)c2OC)cc1 (configuration not stated)	7	0.1	5	0.4
CCC(C)(NC(=O)C(C)O)C(=O)Nc1c(C)cccc1C (configuration not stated)	-6	0.1	-8	-0.4
Cc1cc(C(=O)N/N=C\c2cc(C(C)(C)C)ccc2O)n[nH]1	5	-0.3	-2	-0.5
CCCCC[C@H](O)/C=C/[C@H]1C=CC(=O)[C@@H]1CCCCCCC(=O)O	-12	.	.	2.6
O=C1CSC(c2ccc(F)c(F)c2)N1c1ccc(F)cc1 (configuration not stated)	5	-0.1	-2	-1.2
CCOC(=O)C(NC(=O)c1ccccc1F)(Nc1sc2c(c1C(=O)OC)CCCC2)C(F)(F)F (configuration not stated)	7	-0.1	-5	0.8
CCOc1cccc2sc(N3CCOCC3)nc12	-1	-0.1	-2	-0.3
O=S(=O)(Cc1ccc(Cl)cc1)Nc1nc2ccccc2s1	17	0.5	-11	-1.2
Cc1cc(Nc2ccc3c(c2)OCO3)nc(Nc2ccccc2)n1	2	-0.1	-54	-1.7
COCCCNC(=O)c1c(NC(=O)COc2ccc(Cl)cc2)sc2c1CCCC2	7	0.2	1	-1.4
C=CCn1c(N)c(C(=O)OCC)c2nc3ccccc3nc21	7	0.3	7	0.4
Cn1c(=NC(=O)c2cc3ccccc3oc2=O)sc2cccc(F)c21	-8	0.4	0	-0.1
CCN(CC)C(=O)c1cc2c(=O)n3ccccc3nc2n1C	16	0.0	-13	-1.5
C(=C\CSc1nc2ccccc2s1)/CSc1nc2ccccc2s1	6	0.0	8	-0.1
Cc1ccc2onc(CC(=O)Nc3ccc(F)cc3F)c2c1	5	0.6	12	-0.8
C=CCOc1ccc(C2C(C#N)=C(N)OC3=C2C(=O)CCC3)cc1Cl (configuration not stated)	17	0.3	4	-1.6
CCOc1ccc(/C=C2/NC(=O)N(Cc3ccccc3F)C2=O)cc1	11	-0.1	-6	3.1
CCOc1ccc(-c2noc(-c3cccs3)n2)cc1OCC	6	0.6	5	-1.6
COc1cccc(C2C(C(=O)OC(C)C)=C(C)NC3=C2C(=O)CC(c2ccc(Cl)cc2)C3)c1OC (configuration not stated)	-2	0.7	-13	-0.4
Cc1cc(=O)n2nc(N(C)CC(=O)NCCc3ccccc3)sc2n1	4	0.0	-3	0.0
